High-throughput results as filed in PubChem.
HTT ATP protect – qHTS Multiplex Assay to Identify Dual Action Probes in a Cell Model of Huntington: Cytoprotection (ATP); PC12 HTT-Q103 induced, cytoprotection, ATP luminescence, 40 h; Potency, µM (highest dose often 56.4 µM), without a hit: cytoprotection (ATP increase), actives largely listed as activators; 230,000 compounds, 0.14% hits; active = well fitted activation curve with a large enough effect; inconclusive = small, poorly fitted or top-dose-only effect; inactive = no such curve, though single readings can be large or run the other way;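 also: % of control where 0% means no effect; nearly all actives have a fitted effect of over 45% in size; toxic huntingtin expression switched on by the ecdysone agonist tebufenozide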
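Compounds added alongside 100 nM tebufenozide, which induces toxic Q103 huntingtin exon 1-GFP in stable PC12 cells; surviving cells quantified by luminescent ATP measurement. Medium: phenol red-free DMEM, 5% equine and 5% calf serum.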
Active calls of the source: *; ? = inconclusive; [ ] = another dose, or the depositor's remark. Potency is read from the fitted curve at half-maximal effect. This is a subset; the hit share may differ from the screen's.

SMILES | HTT ATP protect
Nc1ccn([C@H]2O[C@@H](COP(=O)(O)O)[C@@H](O)[C@H]2O)c(=O)n1 | -50.2%[inhibitor][10 µM]
CC(=O)C=NCC(=O)O | -8.2%[10 µM]
NC(Cc1ccccc1)=NCC(=O)O | -4.0%[10 µM]
N=C(N)SCC(=O)O | -16.7%[10 µM]
O=C1CN2CCN(CC2)CC(=O)Nc2ccc(cc2)S(=O)(=O)c2ccc(cc2)NC(=O)CN2CCN(CC2)CC(=O)Nc2ccc(cc2)S(=O)(=O)c2ccc(cc2)N1 | -13.9%[10 µM]
CCC1Oc2ccccc2N(CC(=O)NCCCN2CCOCC2)C1=O (stereo not given) | 0.6%
O=C(C[N+]12CN3CN(CN(C3)C1)C2)c1ccc(-c2ccccc2)cc1 | -7.2%[10 µM]
O=C1CCC[C@H]1C(=O)Nc1ccc2ccccc2c1 | 6.1%[10 µM]
CC1=C[N+](=O)c2ccccc2[N+]1=O | 4.9%[10 µM]
CCOc1ccc(C2C(C(=O)NC)=C(C)Nc3nc4ccccc4n32)cc1OC (stereo not given) | -14.8%
CCCn1c(=NC(=O)c2ccncc2)c(C(=O)OCC)cc2c(=O)n3cccc(C)c3nc21 | 8.1%[0.074 µM]
C[C@@H](CSC(=N)N)C(N)=O | -16.7%[10 µM]
O=c1c2ccc(-c3nnc4n3-c3ccccc3SC4)cc2nc2n1CCCCC2 | -3.8%[10 µM]
CC(=O)N[C@@H]1CONC1=O | -8.8%[10 µM]
NCC(=O)N[C@H](CO)C(=O)O | -11.8%[10 µM]
O=C(c1ccc(NS(=O)(=O)c2cccc3cccnc23)cc1)N1CCOCC1 | -1.8%[0.074 µM]
O=C(NC1(C(=O)O)CCCC1)c1ccccc1 | -2.4%[10 µM]
CCOC(=O)C1CCN(c2c(NCc3ccc(C(=O)O)cc3)c(=O)c2=O)CC1 | -5.2%
O=C(O)CN1C(=O)O[C@@H](c2ccccc2)C1=O | -6.4%[10 µM]
CCn1cc(C(=O)Nc2cc3c(cc2NC(C)=O)OCCO3)c(=O)c2ccc(C)nc21 | -4.6%[10 µM]
COc1ccc([C@@H]2CC(=O)c3c(O)cc(O[C@@H]4O[C@@H](CO[C@@H]5O[C@@H](C)[C@@H](O)[C@@H](O)[C@H]5O)[C@@H](O)[C@@H](O)[C@H]4O)cc3O2)cc1O | 2.0%
CN(CC(=O)O)CC(=O)O | 13.1%[10 µM]
COc1c(C)cccc1C(=O)Nc1cc(-c2nn3c(C)nnc3s2)ccc1C | -20.0%
O=C(O)C/C=C\CC(=O)O | -3.5%[10 µM]
O=C(O)c1ccc(C(=O)c2ccccc2C(=O)O)cc1C(=O)O | -2.9%[10 µM]
CN(C)CCSS(=O)(=O)O | -12.0%[10 µM]
Nc1ncnc2c1ncn2[C@@H]1O[C@@H](COP(=O)(O)OP(=O)(O)OP(=O)(O)OP(=O)(O)OC[C@@H]2O[C@@H](n3cnc4c(N)ncnc43)[C@@H](O)[C@H]2O)[C@H](O)[C@@H]1O | -16.3%[1.9 µM]
Cc1ccc(S(=O)(=O)Oc2cc(S(=O)(=O)O)cc3cc(S(=O)(=O)O)cc(N)c23)cc1 | -2.4%[10 µM]
C[C@@H](CCC(=O)O)C(=O)O | 0.1%[10 µM]
O=C(Nc1c[nH]c(=O)[nH]c1=O)Oc1ccccc1 | 9.4%[10 µM]
CCCCC/C=C\C[C@H](O)/C=C\c1cccc(C[C@H](O)CCCCO)n1 | 9.2%[1.9 µM]
O=c1oc2c3c4c(cc2cc1-c1nc2ccccc2[nH]1)CCCN4CCC3 | -43.6%[inhibitor]
O=C(O)[C@@H](O)[C@@H](O)[C@@H](O)[C@@H](O)c1nc2ccccc2s1 | 2.3%[10 µM]
CC1CCN(Cc2nc3c(c(=O)n(C)c(=O)n3C)n2Cc2c(F)cccc2Cl)CC1 | -9.8%[0.074 µM]
c1cc(CSc2ncnc3nc[nH]c23)ccn1 | 0.2%[10 µM]
O=C(c1ccco1)N1CCN(C(=O)c2cc(-c3ccncc3)nc3ccc(Br)cc23)CC1 | -3.9%
COCCn1c(=O)c2c3c(sc2n(CC(N)=O)c1=O)CCCC3 | -17.5%[0.074 µM]
CC(C)OC(=O)c1c(N)sc2c1CCCC2 | 10.4%
Cc1cnc(-c2nnc(N(C)C(=O)c3cnccn3)s2)cn1 | -3.9%[10 µM]
Cn1c(=O)c2c(nc(SCC(=O)Nc3ccc(N4CCOCC4)c(Cl)c3)n2C)n(C)c1=O | -15.6%[0.074 µM]

Among those listed so far, three have an aryl methoxy group:
SMILES | HTT ATP protect
CCOc1ccc(C2C(C(=O)NC)=C(C)Nc3nc4ccccc4n32)cc1OC (stereo not given) | -14.8%
COc1ccc([C@@H]2CC(=O)c3c(O)cc(O[C@@H]4O[C@@H](CO[C@@H]5O[C@@H](C)[C@@H](O)[C@@H](O)[C@H]5O)[C@@H](O)[C@@H](O)[C@H]4O)cc3O2)cc1O | 2.0%
COc1c(C)cccc1C(=O)Nc1cc(-c2nn3c(C)nnc3s2)ccc1C | -20.0%

New compounds follow
SMILES | HTT ATP protect
COC(=O)c1ccc(C(=O)OC)c(NC(=O)c2oc(C)nc2C)c1 | -5.8%[0.074 µM]
CCOC(=O)c1cn(CC)c2cc(N3CCCCC3)c(F)cc2c1=O | 0.4%[0.074 µM]
O=C(O)C1(C(=O)O)CCN(S(=O)(=O)c2ccccc2)CC1 | -0.4%[10 µM]
COC(=O)c1cc2c(=O)n3ccccc3nc2n(C(C)C)c1=N | -4.5%[0.074 µM]
Cn1c(=O)[nH]c(=O)c2c1nc(N1CCOCC1)n2CCSc1ncccn1 | -9.6%[0.074 µM]
C[C@H]1C[C@@H]2[C@H]3CCC4=CC(=O)C=C[C@@]4(C)[C@]3(Cl)[C@@H](Cl)C[C@]2(C)[C@]1(O)C(=O)COP(=O)(O)O | -5.1%[10 µM]
N#C/C(=C\N1CCNC1=S)C(=O)c1ccc2ccccc2c1 | 9.0%[10 µM]
NCOC(=O)Cc1ccc(Br)cc1 | 13.7%[10 µM]
C[N+]1(CCCC[N+]2(C)CCCCCCC2)CCCCCCC1 | 4.0%[10 µM]
C[C@@H]1O[C@@H](OC[C@@H]2O[C@@H](Oc3c(-c4ccc(O)c(O)c4)oc4cc(O)cc(O)c4c3=O)[C@H](O)[C@H](O)[C@@H]2O)[C@H](O)[C@H](O)[C@@H]1O | -0.4%
NC(N)=N/N=C(/c1ccccc1)c1ccc(O)cc1O | -2.4%[10 µM]
O=C(C[C@@H](C(=O)O)N1CCOCC1)c1ccccc1 | 11.7%[10 µM]
NS(=O)(=O)c1ccc(N=Nc2nc3[nH]cnc(=S)c3[nH]2)cc1 | -57.1%[inhibitor][10 µM]
COc1ccc(C(=O)N/N=C2/C(=O)c3c(C)cc(C)cc3CC2(C)C)cc1 | 13.4%[10 µM]
C=C1C[C@@]23C[C@]1(O)CC[C@@H]2[C@]12C=C[C@@H](O)[C@@](C)(C(=O)O1)[C@@H]2[C@@H]3C(=O)O | 9.9%
N=C(N)SCCCN | -5.2%[10 µM]
C[N+]1([C@H](CO)Cc2c[nH]c3ccccc23)Cc2ccccc2C1 | -10.0%[10 µM]
COc1cc(NCC[C@@H]2CCCCN2)c2ncccc2c1 | -75.4%[inhibitor][10 µM]
O=C(O)c1ccc(Cc2ccccc2C(=O)O)cc1 | -28.9%[10 µM]
CC1(C)CCC[C@@]2(C)[C@@H]1CC[C@]1(C)OC(=O)C[C@@H]21 | ?

Random excerpt: 3 compounds from above
SMILES | HTT ATP protect
CC1CCN(Cc2nc3c(c(=O)n(C)c(=O)n3C)n2Cc2c(F)cccc2Cl)CC1 | -9.8%[0.074 µM]
C[N+]1([C@H](CO)Cc2c[nH]c3ccccc23)Cc2ccccc2C1 | -10.0%[10 µM]
C[N+]1(CCCC[N+]2(C)CCCCCCC2)CCCCCCC1 | 4.0%[10 µM]

Other records follow:
SMILES | HTT ATP protect
CCCCC[C@H](O)c1cccc(OCc2ccc3ccccc3n2)c1 | 7.7%[1.9 µM]
O=C(O)c1cc2c(cc1S(=O)(=O)O)[C@H]1[C@@H]([C@H]3[C@H]2[C@@]2(Cl)C(Cl)=C(Cl)[C@]3(Cl)C2(Cl)Cl)[C@]2(Cl)C(Cl)=C(Cl)[C@@]1(Cl)C2(Cl)Cl | -10.8%[10 µM]
CC(C)(CCC(C)(C)c1ccccc1)c1ccccc1 | 6.6%[10 µM]
CN(C)C(=O)C1CCN(Cc2c[nH]c3ccccc23)CC1 | 3.2%[10 µM]
COc1cc(OC)nc(NC(=O)CSc2nnc(-c3ccccc3)n2C2CCCCC2)n1 | 14.6%[0.074 µM]
O=C(CN1C(=O)c2ccccc2S1(=O)=O)N1CCN(c2cccc(Cl)c2)CC1 | -6.2%[0.074 µM]
C(CCc1nnc2c(n1)CCCC2)Cc1nnc2c(n1)CCCC2 | -2.9%[10 µM]
O=C(O)c1ccc([N+]2=Cn3c(nc4ccccc43)C2)cc1 | -10.5%[10 µM]
Oc1c([C@H](Nc2ccccn2)c2ccccc2)ccc2cccnc12 | -2.3%[10 µM]
Nc1ccc(S(=O)(=O)NCc2nccs2)cc1 | 16.5%[10 µM]
OC[C@@H]1O[C@@H](O)[C@H](N=Cc2ccc3c(c2)OCO3)[C@@H](O)[C@@H]1O | -21.0%[10 µM]
O=C(O)C(CC(=O)N1CCOCC1)NCc1ccccc1 (stereo not given) | 7.9%
Cc1ccc(S(=O)(=O)NC(=O)Nc2ncn[nH]2)cc1 | -8.0%[10 µM]
O=c1[nH]c(=S)c2[nH]c(=O)n(-c3ccccc3)c2[nH]1 | -1.3%[10 µM]
O=C(O)CC[P+](c1ccccc1)(c1ccccc1)c1ccccc1 | 8.5%[10 µM]
Cc1c(C)c(C)c(CC2(C)CSC2)c(CC2(C)CSC2)c1C | 10.8%[10 µM]
CN(C)CCCn1cnc2cc(Cl)c(Cl)cc21 | 7.6%[10 µM]
O=C(C[n+]1ccc2ccccc2c1)c1ccc2ccc3ccccc3c2c1 | -3.2%[10 µM]
O=C(O)C[C@H]1OCC=C2C[N@@+]3([O-])CC[C@]45c6ccccc6N[C@@H]4[C@@H]1[C@H]2C[C@H]53 | -14.2%[10 µM]
CC(=NCC(=O)O)c1ccccc1 | -1.7%[10 µM]
NNC(=O)CCc1ccc2ccc3ccccc3c2c1 | 14.0%[10 µM]
NN(CC(=O)O)CC(=O)O | 7.7%[10 µM]
O=C(O)CNc1ccc(C(=O)O)cc1 | 0.1%[10 µM]
CN(C=O)CP(=O)(O)CCN1CCCC1=O | -32.1%[inhibitor][0.074 µM]
O=C(NCCCN1CCOCC1)c1cc2cc(Cl)cc(Cl)c2oc1=O | -20.9%[0.074 µM]
Clc1ccc2c(c1)N(CCCN1CCCC13CCCCC3)c1ccccc1S2 | -22.2%[10 µM]
Cc1ccc(-c2cc(C(F)(F)F)n3nc(C(=O)N4CCCC4)cc3n2)cc1 | -6.0%[10 µM]
Cc1cccc(N2CCN(C(=O)Cn3nc(Cc4ccncc4)c4ccccc4c3=O)CC2)c1C | 0.5%
O=S(=O)(O)[C@@H](CO)c1ccccc1 (tested in a mixture with another compound) | 6.4%[10 µM]
CC(=O)c1sc(NC(=O)CN2C(=O)CCC2=O)nc1C | 18.6%[10 µM]
Cn1c(Sc2ccc(-c3cccnc3)n2C)ccc1-c1cccnc1 | 17.1%[10 µM]
Cc1nnc(SCC(=O)NCCc2ccccc2)[nH]c1=O | -7.8%[0.074 µM]
COc1ccc(/C(O)=C2/C(=O)C(=O)N(CCCN(C)C)C2c2ccc(Cl)cc2)cc1OC (stereo not given) | -9.0%
C#CCOCCCC(=O)O | -5.1%[10 µM]
CCC1Oc2ccc(C)cc2N(CC(=O)NCCc2ccc(OC)c(OC)c2)C1=O (stereo not given) | -2.7%
NS(=O)(=O)c1cc(C(=O)O)c(Cl)c([N+](=O)[O-])c1Cl | 1.4%[10 µM]
Nc1c(C(=O)NC2CCCC2)c2nc3ccccc3nc2n1/N=C/c1cccnc1 | 18.6%[0.074 µM]
c1ccc(-c2nnn(CCN3CCCCC3)n2)cc1 | -9.7%[10 µM]
Cn1c(N)nc2c(nc(OCc3ccccc3)n2[C@@H]2O[C@H](CO)[C@@H](O)[C@@H]2O)c1=O | 10.8%[10 µM]
O=C(O)/C=C\C(=O)N1Cc2cc3ccccc3nc2C1 | -1.6%[10 µM]
c1ccc(C[n+]2cccc(-c3cc4ccccc4[nH]3)c2)cc1 | 5.2%[10 µM]
c1cncc(-c2cc(-c3cc(-c4cccnc4)n[nH]3)[nH]n2)c1 | 0.5%[10 µM]
COc1cc2nc(SCC(=O)NC3CC3)n(CCC3=CCCCC3)c(=O)c2cc1OC | -25.6%[10 µM]
CC1(CCC(=O)OC2CCCCC2)OCCO1 | -2.9%[10 µM]
N#CC(=NCCO)C1=C(O)c2ccccc2C1=O | 3.3%[10 µM]
Cc1[nH]c(C)c(CN(C)C)c1CN(C)C | -3.7%[10 µM]
O=C(O)C[C@@H]1CCCc2ccccc2[C@H]1O | 9.3%[1.9 µM]
O=c1cc(O)c2c(=O)n3c4c(cccc4c2o1)CCC3 | -14.3%[0.074 µM]
COc1ccccc1CNC(=O)C1CCN(Cc2nc(-c3ccc(Cl)cc3)oc2C)CC1 | -43.0%[inhibitor][0.074 µM]
N#C[C@@H](Cc1ccc(O)c(O)c1)C(=O)N1CCc2ccccc21 | -20.9%[1.9 µM]
(continued)
SMILES | HTT ATP protect
CC(C)[C@@H](C(=O)O)N1C(=O)c2ccccc2C1=O | -11.5%[10 µM]
O=C(Nc1ccccc1Cl)c1c(F)c(F)c(F)c(F)c1F | 17.3%
S=c1nc[nH]c2c1ncn2Cc1ccco1 | 2.5%[10 µM]
Cc1cccc(C(=O)N(C)c2nnc(-c3ccncc3)s2)c1 | -17.7%[10 µM]
NCCNCC1CCNCC1 | 5.0%[10 µM]

Of the compounds above, 2 contain a thiophene ring, fused or not:
SMILES | HTT ATP protect
COCCn1c(=O)c2c3c(sc2n(CC(N)=O)c1=O)CCCC3 | -17.5%[0.074 µM]
CC(C)OC(=O)c1c(N)sc2c1CCCC2 | 10.4%
